TcdB GH inh – inhibitors of Clostridioides difficile toxin B glycohydrolase; inhibition, % at 9.99 µM; TcdB glycohydrolase enzymatic assay, plate reader; 0.24% of 350,000 active; AID 652162; in the data active = inhibition above about 10%
CCHF vOTU inh – CCHFV vOTU protease inhibition | Pep-AMC fluorescence | inhibition, % at 11.5 µM | 0.55% of 370,000 active | AID 651958; in the data active = inhibition above about 30%; also: 0% = vehicle wells with enzyme and 100% = no enzyme wells
BoNT A protease – BoNT A light chain protease inhibition | AID 588499 | multiplex microsphere protease substrate cleavage, flow cytometry | 0.17% of 360,000 active | inhibition, % at 10 µM; also: plate controls were buffer without enzyme for full effect and enzyme alone for no effect
BoNT F protease – BoNT F light chain protease inhibition | inhibition, % at 10 µM | 0.22% of 360,000 active | Multiplex microsphere protease cleavage assay, flow cytometry; in the data active = inhibition above about 35%, passing the limit was not always enough; inconclusive = no clear call, values can overlap the other calls; also: plate controls were buffer without enzyme for full effect and enzyme alone for no effect
PrPC surface inh – inhibitors of human cell surface prion protein PrPC | P04156 | TR-FRET read-out | inhibition, % at 13.8 µM | 0.43% of 370,000 active; in the data active = inhibition above about 24%; also: 0% = median of the test wells and 100% = reference compound wells
Anthrax LF prot – blocks Bacillus anthracis lethal factor protease; 0.12% of 360,000 active; multiplex microsphere protease cleavage assay, LF; P15917; inhibition, % at 10 µM; AID 588501; also: plate controls were buffer without enzyme for full effect and enzyme alone for no effect
Y pestis TopoI – blocks Yersinia pestis topoisomerase I activity; 0.064% of 360,000 active; activity, % at 10 µM; Y. pestis Topo-I cleavage product accumulation, plate reader; in the data active = activity above about 50%, passing the limit was not always enough; inconclusive = no clear call, values can overlap the other calls; also: inactives centre near 2
PfHsp40 yeast – rescue of PfHsp40-mediated yeast toxicity | S. cerevisiae expressing PfHsp40, growth rescue, ATP luminescence | 0.68% of 340,000 active | growth rescue, % at 12.5 µM | AID 504582; in the data active = growth rescue above about 28%, passing the limit was not always enough; inconclusive = no clear call, values can overlap the other calls;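 also: yeast W303a lacking pdr1 and pdr3 grown in galactose medium; growth measured after three days at 30 °C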
FadD28 binding – M. tuberculosis FadD28 bisubstrate binding inhibition. FadD28 bisubstrate probe binding, fluorescence polarization. inhibition, % at 12.5 µM. 0.22% of 360,000 active. AID 588549; in the data active = inhibition above about 8.5%, passing the limit was not always enough; inconclusive = no clear call, values can overlap the other calls
Active calls of the source: *; ? = inconclusive; · = not tested or not shown. Rule as the data show it, unless noted: active = inhibition above about 30%; inconclusive = no clear call, values can overlap the other calls; inactive = below that.

SMILES	TcdB GH inh	CCHF vOTU inh	BoNT A protease	BoNT F protease	PrPC surface inh	Anthrax LF prot	Y pestis TopoI	PfHsp40 yeast	FadD28 binding
O=C(Nc1ccc(Cl)c(-c2nc3ccccc3[nH]2)c1)c1ccc2c(c1)OCO2	·	3	-0.5	-1	17	-4	-2	2.7	-3.2
CCCN(CC(=O)Nc1ccc(Cl)cc1Cl)Cc1cc(=O)n2ccsc2n1	-1.6	-4	1.1	4	8	-2	36	-0.4	-7.4
O=C1[C@H](Oc2ccccc2)[C@@H](c2ccccc2)N1c1ccncc1	6.0	2	0.5	5	-2	-6	21	1.1	-4.4
CCOC(=O)CSc1ccc2nnc(-c3cccnc3)n2n1	0.3	-8	-0.2	-9	4	2	0	0.1	-1.3
Cn1nc(C(C)(C)C)cc1NC(=O)C1(C)CCN1C(=O)Cc1ccc(-c2ccccc2)cc1 (stereo not drawn)	1.1	8	-0.3	-3	-3	-1	22	·	-0.8
CCCN1C(=O)/C(=C/c2ccc(C)o2)SC1=Nc1ccc(OC)cc1	·	-3	-0.4	-8	-1	-6	1	0.2	-1.4
Cc1cc(Cl)ccc1NC(=S)Nc1ccccn1	0.6	-6	-2.3	-14	7	-2	-10	1.5	-0.2
CCc1nc2c(OCc3ccc(F)cc3)cccn2c1N(C)C(=O)COc1ccccc1	0.9	-5	-0.1	-11	9	1	-3	·	-3.8
c1ccc(CNCCc2c[nH]c3ccccc23)cc1	-0.2	-2	-0.4	-4	1	17	-2	-1.0	0.2
Cc1sc(NC(=O)c2ccco2)c(CN2CCC(C)CC2)c1C	·	8	-0.4	?	-6	-1	3	1.0	-2.6
CN(C)c1ccc(C=NNc2ccccn2)c(Cl)c1	-0.2	5	0.0	-13	-4	0	-14	1.3	-0.9
CC(C)CC(NC(=O)C1CCCN1C(=O)[C@@H](C)NC(=O)OCc1ccccc1)C(=O)NCC(N)=O (stereo partly drawn)	1.5	11	-3.5	-12	-4	-6	1	-1.5	0.3
O=C(/C=C/c1cccc([N+](=O)[O-])c1)NCC1CCCO1 (stereo not drawn)	·	-7	0.2	-10	-10	-2	-9	0.4	-3.4
CC(C)c1ccc(S(=O)(=O)N2CCN(CC(O)CN3CCOCC3)CC2)cc1 (stereo not drawn)	1.0	-1	-0.5	-2	-10	8	1	-0.3	-1.2
CC(C)(C)C(=O)Nc1ccc(C(=O)OC2CCCCC2)cc1	2.0	·	-0.3	-17	·	-8	3	3.6	-4.4
COCCNc1oc(-c2ccccc2Cl)nc1S(=O)(=O)c1ccc(C)cc1	-3.5	11	-0.6	1	6	-6	24	0.5	-1.7
CC1CCN(S(=O)(=O)c2ccc3c(c2)c(=O)c(C(=O)NCc2ccco2)cn3C)CC1	·	1	1.8	38*	2	0	10	0.3	-0.2
O=C(CSC1=NCCS1)Nc1nc2ccccc2s1	·	-4	-1.1	-12	7	-1	2	1.2	-5.2
Cc1nc(SCC(=O)NC2(C#N)CCCC2)n(CC(C)C)c1C	1.5	17	·	·	0	·	1	0.6	-2.3
CCCCN(C)C(=O)C1CCCN(S(=O)(=O)c2ccc3c(c2)oc(=O)n3C)C1 (stereo not drawn)	2.2	-3	-0.6	-1	4	-10	-5	-0.1	-2.8
FC(F)(F)c1cccc(NC(=S)N2CCN(c3ccccc3)CC2)c1	0.2	-9	0.2	1	1	-1	-5	-0.9	-0.9
CCSCCOC(=O)C1=C(C)N(C)C(=O)NC1c1cc(OC)ccc1OC (stereo not drawn)	·	17	0.9	-4	43*	-1	14	-0.3	-2.1
C[C@@H](NC(=O)C[C@@H]1C[C@@H]2c3cc(NS(=O)(=O)c4ccc(F)cc4)ccc3O[C@@H]2[C@@H](CO)O1)c1ccccc1	-0.8	18	-0.5	-4	12	-4	13	·	-0.3
CN(C)C=NCCn1c(N2CCOCC2)nc2c1c(=O)n(C)c(=O)n2C	·	-4	-0.4	-2	-2	0	-1	-0.2	?
CCOc1ccc(CCNC(=O)C2CCN(S(=O)(=O)N3CCC(C)CC3)CC2)cc1OCC	·	-18	0.6	-6	6	2	13	0.2	-1.8

(continued)
SMILES	TcdB GH inh	CCHF vOTU inh	BoNT A protease	BoNT F protease	PrPC surface inh	Anthrax LF prot	Y pestis TopoI	PfHsp40 yeast	FadD28 binding
COc1cccc(-c2sc3ccc(OC)cc3c2-c2ccc(C(N)=O)cc2)c1	9.2	0	0.3	1	-1	-6	17	0.1	0.8
C/C=C\C(=O)Nc1cccc(C2=NOC3(C2)C[C@@H](C(N)=O)N(C(=O)C2(C)CC2)C3)c1 (stereo partly drawn)	0.1	-1	0.1	-4	3	-8	-1	-0.9	-0.3
COc1ccc(CNC(=O)C(c2ccncc2)N(C(=O)Cc2cccs2)c2ccccc2C)cc1 (stereo not drawn)	·	7	0.0	-1	-1	1	9	1.7	-4.0
NS(=O)(=O)CCCc1ccccc1	1.5	4	-0.9	-17	-4	-4	-7	-0.4	-4.5
O=S(=O)(NCc1csc(-c2ccccc2)n1)c1ccc(Cl)s1	1.1	8	0.1	0	-6	-7	27	4.9	-12
Cc1cccc(Nc2c(-c3ccc(O)cc3)nc3ncccn23)c1	5.3	-7	0.4	4	-3	0	-1	0.8	-5.6
O=C(Nc1ccc(S(=O)(=O)N2CCCC2)cc1)C1CC(=O)N(c2ccc(F)cc2)C1 (stereo not drawn)	1.1	3	-0.5	4	1	-2	16	-0.4	·
C/C(=N\NC(=O)c1nnn(-c2nonc2N)c1CN(C)c1ccccc1)c1ccc(O)cc1	3.1	19	-1.1	-1	6	0	-3	1.0	-12
CCOc1ccc(CNC(=O)CCS(=O)(=O)Cc2ccc(C)cc2)cc1OC	0.7	-14	0.3	0	0	-1	3	0.1	-1.1
O=C(COc1ccc(S(=O)(=O)Nc2cccc(C(F)(F)F)c2)cc1)N1CCOCC1	-0.4	14	1.3	7	2	-1	1	-0.7	-0.5
CC(NC(=O)COC(=O)c1ccc2c(=O)n3c(nc2c1)CCCCC3)c1ccc(F)cc1 (stereo not drawn)	0.7	-2	-0.1	2	-4	-6	15	·	-1.6
Cc1nc2ccccc2n1-c1ccccc1	·	8	0.4	-7	10	2	-2	0.9	?
COc1ccc(/C=N/NC(=O)c2cc(-c3cccnc3)nc3ccccc23)c(OC)c1	0.5	16	-0.7	-2	-3	-3	-10	-1.5	-2.1
CCc1cccc(C)c1NS(=O)(=O)Cc1ccccc1	0.7	-9	-3.2	?	8	10	-4	0.1	-2.6
Cc1ccc(Cl)cc1NC(=S)N(CCCN1CCOCC1)Cc1ccccn1	·	-8	1.6	3	-2	6	5	0.9	-0.5
COc1ccc(S(=O)(=O)NC(C(=O)OCC(=O)Nc2ccc(N3CCOCC3)cc2)C(C)C)cc1 (stereo not drawn)	0.4	28	1.1	-20	-3	-2	14	0.3	-0.7
Cc1ccc(S(=O)(=O)NCC(=O)N(CC(=O)NCC2CCCO2)c2ccc(Cl)cc2)cc1 (stereo not drawn)	0.9	-7	-0.6	-3	2	0	25	-1.3	0.0
CC(=O)N1Cc2cnnn2-c2ccccc2C1(C#N)Cc1ccccc1 (stereo not drawn)	1.6	0	0.8	1	-5	2	3	-1.1	-1.7
Cc1ccc(-c2nnc(CN3CCN(C)CC3)o2)cc1	0.3	11	0.1	-14	0	13	-1	0.4	1.2
N=C1/C(=C/c2cccn2Cc2ccc(Cl)cc2)C(=O)N=C2SC=CN12	·	-8	0.1	-4	0	-1	2	0.2	-1.6
Cc1cccc(N2CCN(CC(=O)NCC3CCCCC3)CC2)c1C	·	14	-0.4	9	12	-2	17	-0.1	-1.6
O=C(CSc1ncccn1)NC1CCCc2ccccc21 (stereo not drawn)	1.0	-9	1.1	4	-6	2	8	0.8	-1.0
COc1cccc(NC(=O)c2ccc(CN3CCOCC3)cc2)c1	·	4	0.3	?	6	-5	-7	-0.7	-0.8
CCN(c1ccccc1)S(=O)(=O)c1ccc(OC)c(NC(=O)CCc2nc3ccccc3c(=O)[nH]2)c1	0.5	3	0.7	-8	-1	-4	34	3.3	-8.8
O=C1c2ccccc2C(=O)C1c1ccnc2ccccc12	·	1	-0.3	-4	-12	-1	-4	1.7	0.1

Another view of 3 compounds above:
> COc1cccc(NC(=O)c2ccc(CN3CCOCC3)cc2)c1
- TcdB GH inh: ·
- CCHF vOTU inh: 4
- BoNT A protease: 0.3
- BoNT F protease: ?
- PrPC surface inh: 6
- Anthrax LF prot: -5
- Y pestis TopoI: -7
- PfHsp40 yeast: -0.7
- FadD28 binding: -0.8
> CCOc1ccc(CNC(=O)CCS(=O)(=O)Cc2ccc(C)cc2)cc1OC
- TcdB GH inh: 0.7
- CCHF vOTU inh: -14
- BoNT A protease: 0.3
- BoNT F protease: 0
- PrPC surface inh: 0
- Anthrax LF prot: -1
- Y pestis TopoI: 3
- PfHsp40 yeast: 0.1
- FadD28 binding: -1.1
> Cc1cccc(Nc2c(-c3ccc(O)cc3)nc3ncccn23)c1
- TcdB GH inh: 5.3
- CCHF vOTU inh: -7
- BoNT A protease: 0.4
- BoNT F protease: 4
- PrPC surface inh: -3
- Anthrax LF prot: 0
- Y pestis TopoI: -1
- PfHsp40 yeast: 0.8
- FadD28 binding: -5.6

Additional compounds follow:
SMILES	TcdB GH inh	CCHF vOTU inh	BoNT A protease	BoNT F protease	PrPC surface inh	Anthrax LF prot	Y pestis TopoI	PfHsp40 yeast	FadD28 binding
COCCn1c(=O)[nH]c2cc(C(=O)NCCN3CCN(c4ccccc4F)CC3)ccc2c1=O	·	4	0.0	10	8	-1	7	0.5	-3.4
Cc1nc(C(F)(F)F)c(C(=O)N/N=C(\N)c2ccccn2)s1	-0.4	9	-2.9	-2	11	-2	-14	·	-2.9
Cc1cc(C)cc(OCC(O)Cn2nc(C)cc2C)c1 (stereo not drawn)	-1.4	-1	0.8	33	7	-17	5	-1.5	0.9
O=C(CSc1nn(-c2ccc(Cl)cc2)c(=S)s1)NCC1CCCO1 (stereo not drawn)	-2.4	10	0.2	-1	2	1	2	-0.6	-3.5
CC(C)Sc1nc(N)nc2c1ncn2C1OC(CO)C(O)C1O (stereo not drawn)	1.2	-6	-0.3	-11	11	-2	6	-0.6	0.6
O=C(Cn1c(CC(=O)N2CCCC2)nc2ccccc21)NCc1ccccc1	·	-9	-1.2	-3	2	0	-7	-2.1	-0.3
COc1ccccc1N1CCN(c2cnccn2)CC1	-0.1	5	-0.7	-3	-4	1	9	1.0	1.2
CCN1C(=O)C(CC(=O)Nc2ccccc2Cl)N(NC(=O)c2cccc(F)c2)C1=S (stereo not drawn)	0.9	-9	4.1	9	-4	-2	-8	122*	1.8
COC(=O)C1=C(c2cc3ccccc3o2)C[C@@H]2CC[C@H]1N2C(=O)NCc1ccccc1	0.3	1	-0.2	-3	12	-9	2	2.6	-2.5
CCOc1ccc(C(c2c(O)nc(SC)[nH]c2=O)c2c(O)nc(SC)[nH]c2=O)cc1	0.2	2	0.2	0	-2	1	6	·	-3.8
CCCN(Cc1ccccc1)C(=S)Nc1ccc(OC(F)F)cc1	·	4	0.6	-7	5	0	-3	0.2	2.7
CC(C)n1cc(-c2ccc(Cl)cc2)cc(C#N)c1=O	·	-8	0.3	3	1	-7	40	0.0	4.2
Nc1nonc1-n1nnc(C(=O)N/N=C/c2ccc(O)cc2)c1COc1ccc(F)cc1	2.1	0	-0.3	1	6	-3	-17	0.0	-3.8
O=C(Nc1cccc(Cl)c1)Nc1cnccn1	1.4	-12	-0.6	-6	-1	-4	5	1.6	-2.1
CC1=NN(Cc2ccccc2)C(=O)C1C(c1ccc(Cl)cc1)C(C#N)C#N (stereo not drawn)	-0.9	16	-0.3	0	-21	0	7	-2.0	0.0
CC(C)CNC(=O)c1cc(=O)[nH]c2ccc(S(=O)(=O)Nc3ccc(F)cc3)cc12	-0.3	10	0.2	17	-7	6	3	-2.5	-0.5
COc1cc(OC)cc(C(=O)NCc2ccc3c(c2)OCO3)c1	1.2	-11	-0.8	?	7	9	7	-0.2	-13
CN1C(=O)c2ccc(C(=O)NCc3ccco3)cc2C1=O	1.7	0	-1.2	-1	-3	-4	5	1.4	0.6
Cc1[nH]nc2c1C(c1ccc(Cl)cc1)C(C#N)=C(N)O2 (stereo not drawn)	·	-6	-0.6	-9	6	1	-9	-0.3	-0.4
CC1=C(C(=O)OC(C)C)C(c2cccs2)N2C(=O)CCSC2=N1 (stereo not drawn)	·	2	-4.6	-8	3	-2	-10	0.0	-1.4
COC(=O)NC1c2ccccc2Oc2ccccc21	-1.1	-10	-0.3	-9	1	16	-3	-0.4	-2.5
